# Xi reactivation: activators of X-chromosome reactivation in mouse fibroblasts | 360,000 compounds, 0.055% hits | XiGFP mouse fibroblasts, % GFP-positive cells imaging, 3 d; cells co-treated with 5-aza-dC sensitizer; scaled so ellipticine positive control = 100% | activation, % at 7.58 µM | AID 743238;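 active = mean normalized replicate activation at least 10% and every replicate at or above 10%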;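 note: 0% = median of on-plate neutral control wells and 100% = ellipticine 6 µM median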
#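 Material: XiGFP fibroblasts, SV40-immortalized. Buffer or medium: DMEM plus 5-aza-dC sensitizer. Compound: single concentration per compound, delivered by pin transfer. Times: 3 days compound exposure. Controls: ellipticine 6 µM.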
# ERAP1 inh: inhibitors of human ERAP1 aminopeptidase | Q9NZ08 | recombinant ERAP1, Leu-AMC fluorescence, 60 min | inhibition, % at 10.7 µM | 340,000 compounds, 0.15% hits | AID 652197;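 active = mean replicate inhibition of at least 30%, or all replicates individually reaching that 30% level; inactive = mean below 30% and not every replicate reaching it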;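 note: 0% = neutral control wells and 100% = L-leucinethiol positive control wells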
# esBAF inh: inhibitors of esBAF chromatin remodeling in mouse ES cells. 350,000 compounds, 2% hits. Bmi1-luciferase knock-in reporter, 24 h; 100% = twice the neutral-well signal. reporter increase, % at 12.5 µM; in the data active = activation above about 40%;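 note: 0% = median of the plate's neutral control wells and 100% = double that signal; a rise in the Bmi1 reporter signal indicates esBAF inhibition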
# E-sel inducer: E-selectin induction on HUVECs; HUVEC E-selectin immunofluorescence imaging; normalized: neutral wells 0, TNF-alpha wells 100; activation, % at 7.58 µM; 260,000 compounds, 0.37% hits; AID 686992;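 active = mean E-selectin-positive cell signal at least 10% of the positive control, reached in at least 60% of replicates, without over 20% cell loss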;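 note: in these data hits start at about 27%; measured in HUVEC primary endothelial cells; signal is the percent of cells scored E-selectin positive by PE staining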
#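 System: HUVEC, human umbilical vein endothelial cells; quantity: 3,000 cells/well; buffer or medium: EGM-2 medium, gelatin-coated wells; dosing: single-point compound dose; detection: immunofluorescence imaging; evaluation: % PE-positive cells; benchmarks: TNF-alpha, DMSO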
# RAD52 anneal inh: RAD52 (human) annealing inhibition; inhibition, % at 18.7 µM; P43351; 360,000 compounds, 0.46% hits; recombinant RAD52 DNA annealing, FRET fluorescence;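 active = every replicate showing at least 50% inhibition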
# Target sequence (P43351 whole entry, looked up): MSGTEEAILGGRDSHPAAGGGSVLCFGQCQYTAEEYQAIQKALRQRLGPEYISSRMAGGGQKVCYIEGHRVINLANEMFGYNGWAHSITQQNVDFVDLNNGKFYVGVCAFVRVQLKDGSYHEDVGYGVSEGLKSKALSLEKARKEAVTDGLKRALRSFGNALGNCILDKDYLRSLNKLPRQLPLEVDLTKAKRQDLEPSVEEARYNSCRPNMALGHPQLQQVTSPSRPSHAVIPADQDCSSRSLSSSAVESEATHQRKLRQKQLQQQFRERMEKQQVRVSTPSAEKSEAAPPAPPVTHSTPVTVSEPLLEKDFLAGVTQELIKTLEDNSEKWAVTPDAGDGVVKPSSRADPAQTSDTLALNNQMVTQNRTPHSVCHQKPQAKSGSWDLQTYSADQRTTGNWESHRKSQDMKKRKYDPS
# S100A4 MyoIIA: S100A4-myosin IIA interaction inhibition | P26447 | S100A4/TAMRA-MyoIIA peptide fluorescence polarization | inhibition, % at 10.7 µM | 360,000 compounds, 0.14% hits;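 active = mean inhibition of at least 70% across replicates, with every replicate also reaching that level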
# Target sequence (P26447 whole entry, looked up): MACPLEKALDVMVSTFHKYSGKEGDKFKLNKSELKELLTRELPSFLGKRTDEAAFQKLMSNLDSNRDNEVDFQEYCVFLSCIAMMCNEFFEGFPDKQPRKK
#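 Assay system: human S100A4 monomer with TAMRA-labelled myosin IIA peptide / Buffer or medium: Calcium-containing HEPES buffer, pH 7.2 / Reagent: TAMRA-labelled myosin IIA heavy-chain peptide probe, 5 nM / Compound: one dose per compound / Timing: polarization read 5 min after assay mix addition, stable 5–60 min / Benchmarks: neutral control DMSO, positive control TFP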
# ERp5 block: ERp5 (human) disulfide isomerase inhibition | inhibition, % at 9.99 µM | ERp5 insulin aggregation, absorbance 650 nm, 90 min | 350,000 compounds, 0.05% hits | Q15084;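 active = mean replicate inhibition above about 25%, with every replicate also reaching it, limit read from the data, passing the limit was not always enough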
# Target sequence (Q15084 whole entry, looked up): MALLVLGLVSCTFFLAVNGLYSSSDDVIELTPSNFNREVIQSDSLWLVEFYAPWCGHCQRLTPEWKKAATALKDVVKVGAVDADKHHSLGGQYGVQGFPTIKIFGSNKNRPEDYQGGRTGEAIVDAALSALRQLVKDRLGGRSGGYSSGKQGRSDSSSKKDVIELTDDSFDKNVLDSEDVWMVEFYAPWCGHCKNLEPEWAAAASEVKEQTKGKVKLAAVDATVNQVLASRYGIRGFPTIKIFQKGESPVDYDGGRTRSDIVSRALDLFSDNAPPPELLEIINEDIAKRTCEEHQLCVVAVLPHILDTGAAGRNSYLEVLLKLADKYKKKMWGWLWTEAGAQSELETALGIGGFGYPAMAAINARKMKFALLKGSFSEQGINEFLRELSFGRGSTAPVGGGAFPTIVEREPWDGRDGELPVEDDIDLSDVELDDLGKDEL
# RAD54 inh: blocks human RAD54 Holliday junction branch migration; AID 602329; 360,000 compounds, 0.14% hits; FAM/BHQ fluorescence; inhibition, % at 10.4 µM;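 active = mean normalized replicate activity at least 40 and at least half of replicates scoring 40 or more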;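 note: 0% = median of neutral control wells and 100% = median of positive control wells; inhibitors cause a drop in the FAM fluorescence signal; in these data hits start at about 50%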
# Numbers without * were called inactive; x = no result given; & = joins results of further samples. Compounds as they come. Share with any hit: about 2.5%.
SMILES,Xi reactivation,ERAP1 inh,esBAF inh,E-sel inducer,RAD52 anneal inh,S100A4 MyoIIA,ERp5 block,RAD54 inh
CN(C)C(=O)[C@H]1[C@H](CO)[C@H]2Cn3c(ccc(-c4ccccc4)c3=O)[C@H]2N1Cc1ccccc1F,-0.2,-2,1,0.5,-1,-4,5,-10
Brc1cc(Br)cc(CN2CCSCC2)c1,0.0,2,x,7.1,-7,-4,-9,-11
O=NNc1nc2ccccc2n1Cc1ccccc1,0.1,1,-7,0.0,-18,-6,8,-3
COc1ccc(C(=O)N2CCC(C)(C(=O)NS(=O)(=O)C3CC3)C2)c(OC)c1 (stereo unspecified),0.0,2,7,0.5,-4,-1,5,-11
CC(C)(C)c1ccc(C(=O)Nc2ccc(O)c3c(=O)cc(-c4cccc(Cl)c4)oc23)cc1,0.1,-4,-6,0.1,-21,4,6,-10
CSc1ccc(CN2CCC(N3CC(C)OC(C)C3)CC2)cc1 (stereo unspecified),0.0,-6,-6,x,-8,7,-6,3
Cc1ccccc1S(=O)(=O)NC(=O)C1(C)CCN1C(=O)c1cccc(F)c1 (stereo unspecified),-0.1,2,-5,0.2,2,-2,1,-5
O=C(NC(=O)c1ccc(F)cc1F)Nc1ccc(Cl)cc1,0.0,2,x,0.3,-3,-5,2,x
CC(=O)Nc1ccc2c(c1)C(=O)N(C)[C@H]1CC[C@@H](CC(=O)NCC3CC3)O[C@@H]1CO2,0.1,1,5,0.0,-4,-16,7,3
COc1ccc(N2C(=O)CC(c3ccccc3)C2=O)cc1 (stereo unspecified),-0.1,-3,-9,x,-1,-1,1,5
CCOC(=O)c1csc(NC(=O)C2CCCCC2)n1,0.0,x,37,0.6,10,4,4,-2
CCc1nc2ccc(C(=O)NC3CCN(Cc4ccccc4)CC3)cn2c1N(C)CCN1CCOCC1,-0.2,2,0,-0.1,-22,-4,-3,11
CCc1ccc(N2CN(Cc3ccco3)CNC2=S)cc1,0.0,-1,x,x,-11,-5,x,3
O=C(NCc1ccccc1)C1=C[C@H](C2CC2)C[C@H](OCc2ccc(CO)cc2)O1,0.1,6&-3,1,-0.2,5&-8,5&14,-2&-1,-10&-11
O=C(C[C@H]1CC[C@@H]2[C@H](COC[C@@H](O)CN2S(=O)(=O)c2ccc(Cl)cc2)O1)NCc1ccncn1,0.0,0,2,0.1,-14,-30,-1,10
CCc1nc2c(OCC(=O)c3ccc(Cl)cc3Cl)cccn2c1N(C=O)Cc1ccc(OC)cc1,0.1,0,-1,-1.3,-36,1,-4,3
CN(C(=O)COc1ncnc2ccccc12)C1CCCCC1,0.0,-1,-1,4.1,0,1,-10,-1
Cc1cc(C)cc(OCC(=O)Nc2ccc(N3CCCCC3)cc2)c1,0.3,0,x,x,-1,-4,0,-3
O=C(CNc1ccc(Br)cc1)c1ccc(O)cc1,0.3,4,x,x,-9,-7,-1,x
COc1cc(NC(=O)c2ccccn2)cc(OC)c1OC,0.0,-3,x,x,-3,1,7,x
COCCN(CC1CCCN(C2Cc3ccccc3C2)C1)C(=O)CCC(N)=O (stereo unspecified),-0.1,-4,4,0.0,-24,-14,0,0
O=C(Nc1ccc(F)cc1)c1csc(Cc2ccccc2)n1,-0.1,x,x,4.3,4,1,-3,x
CNS(=O)(=O)c1cn(CC(=O)NCc2cccc(OC)c2)cc1S(=O)(=O)NC,0.0,-1,0,0.8,-12,-2,-1,-9
O=[N+]([O-])c1ccc(Cl)c(S(=O)(=O)Nc2ccc(-c3ccc(N4CCOCC4)nn3)cc2)c1,0.4,-1,15,-0.2,-7,-5,6,5
CO[C@@H]1CN(C)C(=O)c2cc(NC(=O)c3ccccc3F)ccc2OC[C@@H](C)N(CC2CC2)C[C@@H]1C,0.0,-4,3,-0.1,8,11,-9,0
Cc1c(C)n(CCCN(C)C)c2ncnc(Nc3ccccc3)c12,0.0,-3,23,-0.2,11,-4,1,9
COc1ccc(-c2cc(C(=O)Nc3ccc(NC(C)=O)cc3)[nH]n2)c(C)c1,-0.1,6,61*,0.1,-7,0,1,6
O=C(COc1ccc(Cl)cc1)NCc1ccc(F)cc1,0.0,-2,3,0.6,-2,0,1,2
C[C@@H]1CCCCO[C@@H](CN(C)C(=O)Nc2ccc(C(F)(F)F)cc2)[C@H](C)CN([C@@H](C)CO)C(=O)c2cc(NS(=O)(=O)c3ccc(F)cc3)ccc2O1,0.5,-1,-4,x,-48,-15,0,4
Cc1nc(SCC(=O)NC2(C#N)CCCC2)n(CC(C)C)c1C,0.2,-4,-2,x,-3,-5,12,-11

# The closing 5 compounds of the part above are carried over, then new ones follow:
SMILES,Xi reactivation,ERAP1 inh,esBAF inh,E-sel inducer,RAD52 anneal inh,S100A4 MyoIIA,ERp5 block,RAD54 inh
Cc1c(C)n(CCCN(C)C)c2ncnc(Nc3ccccc3)c12,0.0,-3,23,-0.2,11,-4,1,9
COc1ccc(-c2cc(C(=O)Nc3ccc(NC(C)=O)cc3)[nH]n2)c(C)c1,-0.1,6,61*,0.1,-7,0,1,6
O=C(COc1ccc(Cl)cc1)NCc1ccc(F)cc1,0.0,-2,3,0.6,-2,0,1,2
C[C@@H]1CCCCO[C@@H](CN(C)C(=O)Nc2ccc(C(F)(F)F)cc2)[C@H](C)CN([C@@H](C)CO)C(=O)c2cc(NS(=O)(=O)c3ccc(F)cc3)ccc2O1,0.5,-1,-4,x,-48,-15,0,4
Cc1nc(SCC(=O)NC2(C#N)CCCC2)n(CC(C)C)c1C,0.2,-4,-2,x,-3,-5,12,-11
Cc1cccn2c(=O)c(/C=C(\C#N)C(=O)NCc3ccco3)c(N3CCC(C(N)=O)CC3)nc12,0.2,-10,x,x,-23,-2,0,-2
COCCNC(=O)c1ccc(Cl)c(S(=O)(=O)Nc2cccc(C)c2C)c1,0.0,3,-1,-0.1,2,0,-6,-5
CC(C)(C)OC(=O)N1CCN(C(=O)c2[nH]cnc2C(=O)Nc2cccc(Cl)c2)CC1,0.1,0,1,0.2,-3,-2,4,-6
C=CCN=C1S/C(=C/c2ccc([N+](=O)[O-])cc2)C(=O)N1CC=C,-0.1,3,x,-0.1,-9,3,-3,2
COCCn1c(C)c(C)c(S(=O)(=O)c2ccccc2)c1N,0.1,3,-8,0.0,-97,45,-5,1
Cc1ccccc1-c1cc2nc(NCc3ccncc3)n(C)c(=O)c2s1,-0.1,1,23,-0.2,-5,-4,-3,7
O=C(c1ccc2c(c1)OCO2)N1CC[C@@H]2[C@@H](CO)Nc3ccc(-c4ccc(F)cc4)cc3[C@@H]21,0.0,-1,-5,0.1,-10,-2,5,5
COc1ccc(N2CC(NS(=O)(=O)c3cccnc3)CC2=O)cc1 (stereo unspecified),0.0,-2,-4,-0.1,2,-2,1,x
Cc1ccc(NC(=O)COC(=O)Cn2ccc(=O)[nH]c2=O)cc1C,-0.1,4,5,x,-9,10,1,8
Cc1noc(C)c1COc1ccc(C(=O)N2CCCC(C(F)(F)F)C2)cc1 (stereo unspecified),0.1,0,-2,-0.6,6,-3,-1,-1
OCC[C@@H]1C[C@H](O)[C@@H](O)[C@]2(OCCc3ccccc32)O1,0.1,-2,11,-0.1,-11,-2,14,4
COc1ccc(S(=O)(=O)Nc2ccc3c(c2)C(=O)N([C@@H](C)CO)C[C@H](C)[C@@H](CN(C)S(=O)(=O)c2ccc(F)cc2)OCCCC[C@@H](C)O3)cc1,0.2,1,9,0.5,-23,-16,2,-8
C[C@@H](O)C#Cc1ccc2c(c1)O[C@H](CN(C)C(=O)c1ccccc1)[C@@H](C)CN([C@@H](C)CO)S2(=O)=O,0.3,-3,1,-0.5,0,5,-1,-5
Cc1ccc(-c2csc3ncnc(NS(=O)(=O)c4ccc(Cl)cc4)c23)cc1,0.2,1,-7,-1.4,-13,-4,1,-5
Cc1ccc(S(=O)(=O)NCCC(=O)Nc2ccc(C)cc2C(=O)c2ccccc2)cc1,-0.2,x,10,0.4,x,x,x,5

# Taken from above:
# RAD54 inh, COc1ccc(S(=O)(=O)Nc2ccc3c(c2)C(=O)N([C@@H](C)CO)C[C@H](C)[C@@H](CN(C)S(=O)(=O)c2ccc(F)cc2)OCCCC[C@@H](C)O3)cc1 reads -8
# ERAP1 inh, COc1ccc(N2CC(NS(=O)(=O)c3cccnc3)CC2=O)cc1 (stereo unspecified) reads -2

# 5 compounds out of the list above, sorted by the value under S100A4 MyoIIA, highest first:
SMILES,S100A4 MyoIIA
O=C(Nc1ccc(F)cc1)c1csc(Cc2ccccc2)n1,1
COCCNC(=O)c1ccc(Cl)c(S(=O)(=O)Nc2cccc(C)c2C)c1,0
CNS(=O)(=O)c1cn(CC(=O)NCc2cccc(OC)c2)cc1S(=O)(=O)NC,-2
Cc1noc(C)c1COc1ccc(C(=O)N2CCCC(C(F)(F)F)C2)cc1 (stereo unspecified),-3
CCc1ccc(N2CN(Cc3ccco3)CNC2=S)cc1,-5

# Next section.
SMILES,Xi reactivation,ERAP1 inh,esBAF inh,E-sel inducer,RAD52 anneal inh,S100A4 MyoIIA,ERp5 block,RAD54 inh
O=C(C[C@H]1CC[C@H]2[C@@H](COC[C@@H](O)CN2Cc2cc(F)ccc2F)O1)NCc1ccc(Cl)cc1,0.3&0.0,x,-1,0.0&-0.3,-13,-2,11,-15
COc1ccc(C(=O)NCC(=O)N/N=C/c2cccnc2)cc1,0.0,-3,-3,x,-9,6,-4,0
COCCN(CCOC)C(=O)Nc1ccc(Cl)cc1,0.4,-2,15,0.6,5,6,3,-6
Cc1ccc(OCC(=O)Nc2ccc(CN3CCOCC3)cc2)cc1C,-0.1,-1,4,-0.1,-4,-1,8,-7
Cc1ccc(C(C)(C)C)c(OCCOCCN2CCCC2)c1,-0.1,3,x,x,3,-6,-3,x
COc1ccccc1NC(=O)N(C)C[C@H]1Oc2ncc(C#CCN(C)C)cc2C(=O)N([C@H](C)CO)C[C@@H]1C,-0.3,-1,-1,0.0,21,5,5,0
O=C(NCc1ccco1)c1ccc(-c2ccccc2Cl)o1,x,x,15,-0.2,-23,1,1,-1
COc1cccc(OC)c1C(=O)OCC(=O)NCCCc1ccccc1,0.2,-9,9,0.0,0,-2,-7,-6
C[C@@H]1CN([C@@H](C)CO)C(=O)CCCn2cc(nn2)CO[C@H]1CN(C)C(=O)Nc1ccc(N2CCCCC2)cc1,-0.2,0,-4,1.0,-3,-29,-2,5
Cc1c(NC(=O)CSc2nnc(-c3cccnc3)n2N)c(=O)n(-c2ccccc2)n1C,-0.1,4,-10,x,-1,-1,-8,10
CCN(CC)S(=O)(=O)c1ccc(Cl)c(NC2=NCCCCC2)c1,0.0,2,-10,-0.1,-20,3,-2,-10
C[C@H](CO)N1C[C@H](C)[C@@H](CN(C)Cc2ccccc2)OCCCC[C@H](C)Oc2ccc(NS(=O)(=O)c3ccc(Cl)cc3)cc2C1=O,0.1,-1,-2,x,35,-3,-3,7
Cc1ccc(-c2ccc([C@@H]3[C@H](CO)N4C(=O)CN(C(=O)c5ccccc5)C[C@@H]34)cc2)cc1,0.1,-1,x,0.2,-21,42,0,x
C=CCn1c(-c2cc(-c3ccccc3)sc2N)n[nH]c1=S,0.0,-2,x,5.7,-10,-9,2,-9

# Structures listed so far that bear a hit mark in esBAF inh.
compound	ERAP1 inh	esBAF inh	RAD52 anneal inh	S100A4 MyoIIA	ERp5 block
COc1ccc(-c2cc(C(=O)Nc3ccc(NC(C)=O)cc3)[nH]n2)c(C)c1	6	61*	-7	0	1
